M. tuberculosis: growth inhibition of non-replicating M. tuberculosis (AID 488890); actives 0.39% (n = 320,000); one-dose inhibition, % at 25 µM; IC50 in µM for titrated hits; Mycobacterium tuberculosis non-replicating, growth inhibition; higher % means a stronger effect; in the data active = a potency from the dose series; inconclusive = inhibition mostly from about 82% at the one dose, without a potency; inactive = the rest, 99 in 100 with inhibition below about 76%;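 note: plate controls were DMSO cells for no effect and high antibiotic wells for full effect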
H37Rv inhibition: M. tuberculosis growth inhibition, HTS (AID 449762). M. tuberculosis H37Rv growth inhibition, 7H9 media; higher % means a stronger effect. inhibition, % at 25 µM, or IC50 in µM where a hit was titrated. actives 0.59% (n = 330,000); in the data active = a potency from the dose series; inconclusive = inhibition above about 70% without an active follow-up result;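 note: bacterial growth assessed after seven days of incubation; strong numbers were not always called active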
VEEV TC-83 Vero: inhibitors of VEEV TC-83 cytopathic effect, confirmation, Vero cells (AID 588727); Vero cells, VEEV TC-83 cytopathic effect inhibition; higher % means a stronger effect; inhibition, % at 20 µM; hits with a dose series show IC50 in µM; actives 0.13% (n = 350,000); in the data active = a potency from the dose series; inconclusive = inhibition mostly from about 14% at the one dose, without a potency; inactive = the rest, 99 in 100 with inhibition below about 12%; note: strong numbers were not always called active
Salmonella PhoP GFP: PhoP regulon inhibitors, Salmonella typhi PhoP promoter GFP reporter, confirmatory (AID 1850); Salmonella Typhi PhoP-promoter GFP reporter, fluorescence, 4 h; higher % means a stronger effect; inhibition, % at 50 µM, or IC50 in µM where a hit was titrated; actives 0.33% (n = 310,000); in the data active = a potency from the dose series; inconclusive = inhibition mostly from about 25% at the one dose, without a potency; inactive = the rest, 99 in 100 with inhibition below about 19%;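 note: 0% = induced wells with vehicle and 100% = uninduced wells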
H1N1 NS1A inhibition: H1N1 influenza NS1A inhibitors, functional cell based assay (AID 504329); NS1A functional cell-based assay, percent inhibition; higher % means a stronger effect; one-dose inhibition, % at 12.5 µM; IC50 in µM for titrated hits; actives 0.3% (n = 340,000); in the data active = a potency from the dose series; inconclusive = inhibition above about 27% without an active follow-up result; note: strong numbers were not always called active
VEEV TC-83 Vero 10K pilot screen: further read-out of VEEV TC-83 Vero, marked with its call; inhibition, %; measured here: 10K pilot screen inhibition
Numbers without * were called inactive; i = inactive; u = inconclusive; x = no result given; & = joins results of further samples.

SMILES | M. tuberculosis | H37Rv inhibition | VEEV TC-83 Vero | Salmonella PhoP GFP | H1N1 NS1A inhibition | others
COC(=O)[C@H](C)N(Cc1ccc(Cl)c(Cl)c1)S(=O)(=O)CCN1CCN(c2ccccc2)CC1 | x | x | 2.9% | x | -2.2%
Cn1c(=O)c2c(-c3ccccc3F)c3c(nc2n(C)c1=O)-c1ccccc1C3O (stereo unspecified) | -1.7% | 3.3% | 1.7% | 13.2% | 5.3%
Cn1cccc1C(=O)NC(=O)COC(=O)CCNS(=O)(=O)c1cccc(C(F)(F)F)c1 | 22.3% | 8.8% | 0.0% | x | 9.1%
CCOC(=O)C1CCN(C(=O)CN(c2ccc3c(c2)OCCO3)S(=O)(=O)c2ccccc2)CC1 | 10.3% | 2.6% | 0.8% | -8.8% | -3.1%
NS(=O)(=O)c1ccc(Nc2nc(-c3cccnc3)cs2)cc1 | 8.6% | 4.2% | 0.7% | 0.7% | -0.8%
COCCn1c(SCC(=O)NC(C)c2ccccc2)nc2ccccc21 (stereo unspecified) | -7.1% | 9.3% | 0.4% | -18.9% | -9.7%
Cc1cc(=O)n2c3ccccc3n(CC(O)CN3CCN(Cc4ccccc4)CC3)c2c1C#N (stereo unspecified) | 10.8% | -4.3% | 7.8% | -3.1% | 0.9%
COc1ccc(CCNC(=O)CCc2cn(C)c3ccccc23)c(OC)c1 | 43.6% | 8.6% | 1.5% | -0.4% | -1.1%
COC(=O)C1(Cc2ccc3c(c2)CCC3)Cc2ccc3c(c2C1=O)CCC3 (stereo unspecified) | x | x | i | x | -5.7%
COc1ccc(C(=O)NC(=S)N2CCN(c3ccc([N+](=O)[O-])cc3)CC2)cc1 | 33.2% | -5.0% | 0.8% | -8.5% | -3.3%
COc1ccc(N2CCN(C3CCCN(C(=O)CN4CCCC4=O)C3)CC2)cc1 (stereo unspecified) | -5.4% | 7.8% | 1.7% | 8.0% | -1.6%
CCOC(=O)c1sc(Nc2nc(OC)cc(OC)n2)nc1C | 13.2% | 57.6% | x | -4.3% | x
CCCCCCNCC1OCc2ccccc2CO1 | -18.5% | -6.4% | 0.3% | -5.4% | 6.5%
CCN(CC)S(=O)(=O)c1ccc(C)c(NC(=S)NC2CCCCC2)c1 | u | 4.4% | i | 9.8% | 8.0%
COc1ccc(C(=O)NCCCN2CCOCC2)cc1S(=O)(=O)N1CCCc2ccccc21 | 19.8% | -2.7% | 0.2% | 2.8% | 6.5%
Cc1ccc(S(=O)(=O)N2CCC[C@H]2C(=O)NCc2ccccc2Cl)cc1 | 10.9% | 5.3% | 1.8% | x | -4.2%
CC(=O)c1ccc(N2CCN(C(=O)c3ccc4c(c3)OCO4)CC2)cc1 | 17.5% | -11.4% | 0.2% | -5.5% | 22.8%
O=C(NCc1ccc2c(c1)OCO2)c1cc2c(s1)CSC2 | 12.5% | -12.2% | 0.1% | 5.7% | 6.2%
Cn1c(=O)n(-c2ccccc2)c(=O)c2c3c(sc21)COC(C)(C)C3 | -7.1% | 3.5% | 4.8% | -3.1% | -5.4%
c1ccc(Nc2cccc(Nc3ccccc3)n2)cc1 | 40.0% | 19.4% | 3.0% | 7.0% | 12.6%
COc1cc(C(=O)NCCc2nc3ccccc3n2C)cc(OC)c1OC | -5.1% | -10.0% | i | -9.0% | 6.7%
Cc1ccccc1-c1nc2c(s1)CCc1onc(-c3ccc(Cl)cc3)c1-2 | -7.7% | 0.1% | 0.4% | 3.9% | -2.7%
NS(=O)(=O)c1ccc(CCNC(=O)COC(=O)CCc2c[nH]c3ccccc23)cc1 | 5.1% | 2.9% | 1.0% | x | -0.3%
C[C@H](CCC(=O)O)[C@H]1CC[C@H]2[C@@H]3[C@H](O)C[C@@H]4C[C@H](O)CC[C@]4(C)[C@H]3C[C@H](O)[C@]12C | 50.3%&37.3%&54.7% | -13.1%&-0.5%&-5.0% | 3.0%&0.6%&1.3% | 19.3%&11.5%&-4.5% | -4.1%&-6.7%&0.4%
Cc1c(C(=O)N/N=C/C(C)C)[nH]c2ccc([N+](=O)[O-])cc12 | 19.8% | 3.7% | 1.5% | -2.9% | -3.1%

Further records follow.
SMILES | M. tuberculosis | H37Rv inhibition | VEEV TC-83 Vero | Salmonella PhoP GFP | H1N1 NS1A inhibition | others
Cn1c(C(C#N)/C(=N\S(=O)(=O)c2cccs2)c2ccccc2)nc2ccccc21 (stereo unspecified) | 12.2% | -9.0% | i | 3.8% | -6.0%
O=C(O)C1CCc2nc(NCc3ccccc3)nc(NCc3ccccc3)c2C1 (stereo unspecified) | x | x | 3.1% | x | -5.4%
Cc1cccc(C(=O)N2CCC(c3nc4ccccc4s3)CC2)c1 | -2.4% | -5.3% | 1.1% | 11.4% | -9.3%
COc1cccc(NC(=O)CN(C)CC(=O)Nc2ccc(C)cc2Cl)c1 | 3.4% | 4.4% | 0.9% | 6.0% | 8.9%
O=Cc1ccc(-c2cccc([N+](=O)[O-])c2)o1 | 63.9% | -0.2% | 1.5% | 0.5% | 1.7%
COc1ccc(S(=O)(=O)N2CCC(C(=O)Nc3nnc(CCN4CCCCC4)s3)CC2)cc1 | -2.8% | -8.9% | 1.2% | -12.6% | 1.3% | VEEV TC-83 Vero 10K pilot screen=0.2
CCN1CCCC1CNCC(O)COc1ccc(C(C)(C)C)cc1C (stereo unspecified) | 50.0% | -1.9% | 0.5% | -5.6% | 2.0%
O=C(NNC(=O)C1CCCO1)c1ccc([N+](=O)[O-])cc1 (stereo unspecified) | -0.1% | -3.3% | 0.4% | 3.6% | 4.4%
CCN(CC(=O)NCc1ccc(Cl)cc1)C(=O)/C=C/c1ccc(C#N)cc1 | -11.9% | 5.9% | i | -24.9% | -14.2%
O=C(N/N=C/c1cc([N+](=O)[O-])cc([N+](=O)[O-])c1O)/C(=C\c1cccs1)NC(=O)c1ccccc1 | 52.4% | 5.5% | i | -5.8% | 7.0%
COC(=O)c1ccc(OCCN2CCCCCC2)cc1 | 5.5% | 0.2% | i | 3.5% | 7.3%
CC(OC(=O)C1CC(=O)N(Cc2ccccc2)C1)C(=O)Nc1ccc(F)cc1Cl (stereo unspecified) | -12.5% | -2.0% | 1.9% | 2.6% | -11.3%
COc1cc(/C=C/C(=O)c2c(O)n(CCc3ccccc3)c(=O)[nH]c2=O)ccc1O | u | 4.59µM* | 25.6% | -8.1% | -8.5%
NS(=O)(=O)c1ccc(N/N=C/c2ccc[nH]2)c([N+](=O)[O-])c1 | 4.6% | -4.5% | i | 15.5% | -26.0%
COc1ccc(NC(=O)CSc2nnnn2C2CCCCC2)c(OC)c1 | 16.9% | 14.5% | 2.3% | 10.6% | 5.1%
O=C(Cn1cc(C(=O)C(F)(F)F)c2ccccc21)NCc1ccco1 | 67.9% | -4.9% | i | 4.4% | 5.3%
Cc1c(C(=O)OC(C)CCN(C)C)oc2ccccc12 (stereo unspecified) | -2.0% | 1.3% | 0.8% | 0.1% | -0.1%
O=C(CCNC(=O)c1ccc([N+](=O)[O-])cc1)Nc1ccccc1N1CCCC1 | 30.8% | -3.5% | i | -5.2% | -6.5%
Cc1c(Cl)c(C(F)(F)F)nn1CC(=O)N1CCSCC1 | 2.6% | -2.0% | 3.7% | -14.4% | 2.8%
CCOC(=O)C1=C(Cc2ccc(C)cc2)C(=O)c2ccccc2C1=O | 75.1% | 20.8% | x | 1.6% | x
S=C(c1ccco1)N1CCOCC1 | x | x | i | x | 6.7%
COc1ccc(C(=O)N/C(=C/c2ccccc2F)C(=O)NCCN2CCOCC2)cc1OC | -3.9% | -7.1% | 2.4% | 9.8% | 6.9%
O=C(NC(=S)Nc1ccc2c(c1)OCO2)c1ccc(Cl)cc1 | u | 3.0% | 0.6% | -6.9% | -5.0%
COCCN=C1NN=C(c2ccc(NC(C)=O)cc2)CS1 | 2.4% | 2.1% | 0.5% | 7.8% | 13.9%
COc1ccc(Br)cc1CNC(C)c1ccccc1 (stereo unspecified) | 9.9% | 1.9% | 0.1% | 5.8% | 7.9%

A run of entries from further up, as a working copy:
SMILES | M. tuberculosis | H37Rv inhibition | VEEV TC-83 Vero | Salmonella PhoP GFP | H1N1 NS1A inhibition | others
Cc1c(C(=O)OC(C)CCN(C)C)oc2ccccc12 (stereo unspecified) | -2.0% | 1.3% | 0.8% | 0.1% | -0.1%
O=C(CCNC(=O)c1ccc([N+](=O)[O-])cc1)Nc1ccccc1N1CCCC1 | 30.8% | -3.5% | i | -5.2% | -6.5%
Cc1c(Cl)c(C(F)(F)F)nn1CC(=O)N1CCSCC1 | 2.6% | -2.0% | 3.7% | -14.4% | 2.8%
CCOC(=O)C1=C(Cc2ccc(C)cc2)C(=O)c2ccccc2C1=O | 75.1% | 20.8% | x | 1.6% | x

Back to the main list; the two compounds before the break are reprinted first.
SMILES | M. tuberculosis | H37Rv inhibition | VEEV TC-83 Vero | Salmonella PhoP GFP | H1N1 NS1A inhibition | others
COCCN=C1NN=C(c2ccc(NC(C)=O)cc2)CS1 | 2.4% | 2.1% | 0.5% | 7.8% | 13.9%
COc1ccc(Br)cc1CNC(C)c1ccccc1 (stereo unspecified) | 9.9% | 1.9% | 0.1% | 5.8% | 7.9%
CN1C(C(=O)NCC2CC2)CC2Cn3c(nc4ccccc43)C21 (stereo unspecified) | 5.8% | 2.6% | i | -3.4% | -2.0%
O=C(c1ccccc1)N1CCN(C(=O)c2ccccc2)CC1 | -7.8% | 0.5% | i | -30.2% | 2.9%
Cc1nc(Cc2nnc(SC(C)C(=O)Nc3cccc(C#N)c3)o2)cs1 (stereo unspecified) | 5.0% | 1.3% | 3.5% | -4.4% | -8.7%
CN1CCN(c2oc(-c3ccccc3)nc2S(=O)(=O)c2ccccc2)CC1 | -12.3% | 7.3% | 1.1% | x | -1.4%
CCCC(=O)NCCc1nc2ccccc2n1CCC | -23.2% | -4.3% | 1.2% | -5.9% | -0.9%
COc1ccc(CCNCc2sccc2C)cc1 | 26.3% | -3.1% | i | -0.3% | -21.2%
Cc1ccc(S(=O)(=O)N2CCC(C(=O)Nc3nnc(-c4ccc(F)cc4)s3)CC2)cc1 | -7.7% | -1.4% | 0.3% | -2.3% | 0.7%
COc1cc(OC)cc(C(=O)N[C@H](C(=O)Nc2ccc3c(c2)OCO3)C(C)C)c1 | 22.8% | -1.7% | 2.7% | 0.9% | -4.8%
S=c1nc(C2CC2)[nH]c2ccccc12 | 9.8% | -0.8% | 1.2% | -16.9% | -3.8%
C(#Cc1ccccc1)CN1CCN(c2ccccn2)CC1 | 6.8% | -5.2% | 2.5%&0.9% | -1.8% | -17.7%&-12.7%
Cc1nc(NCC2CCCO2)c2nnn(Cc3ccccc3)c2n1 (stereo unspecified) | -11.5% | -7.9% | 0.3% | -4.5% | 14.4%
Cc1cccc(C(=O)NCC(=O)N2CCN(c3ccc(Cl)cc3)CC2)c1 | 10.6% | 11.3% | i | 4.5% | -1.7%
CC1CCC(NC(=O)COc2ccccc2C(N)=O)CC1 (stereo unspecified) | 6.4% | 0.4% | i | 5.9% | 3.8%
Cc1ccc(C(=O)NCC(=O)OC(C)C(=O)Nc2ccc(N3CCOCC3)cc2)s1 (stereo unspecified) | -7.1% | -6.4% | 0.5% | -6.1% | -0.5%
COc1ccc(Br)cc1C(=O)Nc1ccc(Cc2ccncc2)cc1 | 41.7% | -1.3% | 0.3% | -8.3% | 1.6%
O=C(COC(=O)CCCC1=NS(=O)(=O)c2ccccc2N1)Nc1ccccc1 | -18.8% | -4.0% | 0.7% | 6.9% | 11.1%
CC(C)c1ccc(NC(=O)COC(=O)c2cc(=O)[nH]c3ccccc23)cc1 | 3.5% | -10.2% | 1.0% | x | -2.9%
O=C(Nc1ccon1)Nc1ccccc1C(F)(F)F | -13.5% | -1.7% | 8.5% | -7.3% | -6.0%
Cc1ccc(S(=O)(=O)Nc2nc3cc(C)c(C)cc3[nH]2)cc1 | -6.6% | 2.8% | 0.3% | 3.7% | x
Cn1c(=O)n(Cc2ccccc2Br)c2ccccc21 | 19.1% | -3.4% | 1.6% | 7.8% | 7.0%
CC1CCCN(C(=O)Cn2cnc3c2c(=O)n(C)c(=O)n3C)C1 (stereo unspecified) | -9.7% | -0.6% | i | -5.4% | -1.5%
COc1ccc(OCC(=O)Nc2ccc(S(=O)(=O)N3CCN(C)CC3)cc2)cc1 | -0.5% | 3.0% | 2.3% | -2.3% | x
C(=C\c1ccccc1)/C=N/Nc1nncc(-c2ccccc2)n1 | -15.0% | 9.7% | x | 1.1% | x
COc1ccc(C2=C(CN(C)C)C(c3ccccc3)c3ccccc3O2)cc1 (stereo unspecified) | 57.0%&49.6% | 34.9%&4.7% | i | 9.2%&-1.1% | 15.1%

Screens as filed in PubChem BioAssay.
